Screens: PubChem, several laboratories
AHR activator – activates the human aryl hydrocarbon receptor | P35869 | AHR-responsive luciferase reporter cells, luminescence | activation, % at 5 µM | 320,000 compounds, 2.5% hits | AID 2796; in the data active = activation above about 47%;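 note: 0% = vehicle wells and 100% = reference agonist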
procasp3 activ – activates human procaspase-3; 330,000 compounds, 0.11% hits; P42574; activation, % at 8.5 µM; recombinant procaspase-3 D3A, Ac-DEVD-pNA absorbance 405 nm; AID 463141;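 active = activation above the mean of all tested compounds plus 3 SD, cut at about 21% in these data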;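 note: 0% = DMSO alone and 100% = DMSO wells spiked with extra 5 µM PC-3 D3A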
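Assay system: Autoprocessing-dead procaspase-3 D3A mutant enzyme; also added: Ac-DEVD-pNA; doses: one concentration, 8.5 µM nominal, 0.8% DMSO; times: 1 h compound preincubation, 2 h substrate hydrolysis at 25 °C; technique: 405 nm absorbance of p-nitroaniline, reads at 0 and 120 min; measure: % activation between DMSO and enzyme-spiked controls; repeats: single replicate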
RPL19A TOR yeast – modulators of TOR pathway RPL19A-GFP in S. cerevisiae; S. cerevisiae RPL19A-GFP strain, flow cytometry, 3 h; stronger effect = lower value; percent response vs DMSO, % at 10 µM; 330,000 compounds, 0.3% hits; AID 2025;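 active = percent response vs DMSO below 50%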;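 note: median channel GFP fluorescence of the barcoded RPL19A-GFP strain; ratio of sample median GFP to plate DMSO average so 100% = DMSO; lower means less RPL19A-GFP as with rapamycin TOR inhibition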
LAP4 TOR yeast – alters LAP4-GFP fluorescence in TOR pathway yeast screen. S. cerevisiae LAP4-GFP multiplex, flow cytometry GFP, 3 h; median GFP as percent of DMSO wells. AID 2023. GFP response vs DMSO, % at 10 µM. 320,000 compounds, 0.34% hits;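 active = GFP response vs DMSO above a set limit, about the screen mean plus 3 SD, cut at about 150% in these data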
ZTA DNA inh – counter-screen for EBNA-1 inhibitors: inhibitors of Epstein-Barr virus ZTA. ZTA-DNA binding, fluorescence polarization. 320,000 compounds, 0.15% hits. P03206. inhibition, % at 11 µM; in the data active = inhibition above about 33%
EBNA-1 inhibitor – blocks EBNA-1 binding to DNA | 300,000 compounds, 0.34% hits | inhibition, % at 14.8 µM | EBNA-1 DNA binding, fluorescence polarization; in the data active = inhibition above about 28%
MEP2 TOR yeast – modulators of TOR pathway MEP2-GFP in S. cerevisiae; S. cerevisiae MEP2-GFP strain, flow cytometry GFP, 3 h; 100% = DMSO control level; GFP response vs DMSO, % at 10 µM; 330,000 compounds, 0.51% hits; AID 2016;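 active = GFP response versus DMSO above a set limit, roughly screen mean plus 3 SD, cut at about 180% in these data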;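 note: median GFP fluorescence of the barcode-gated MEP2-GFP cells per well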
procasp7 counter – counter-screen for procaspase-3 activators: activators of human procaspase-7; P55210; recombinant procaspase-7, Ac-DEVD-pNA absorbance 405 nm; D23A/D198A/D206A triple mutant, cannot self-cleave; scale: DMSO 0, 5 µM enzyme 100; activation, % at 8.5 µM; 330,000 compounds, 0.093% hits; AID 463210;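 active = percent activation above the screen-wide mean plus 3 SD, cut at about 25% in these data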
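Assay system – Uncleavable procaspase-7 mutant enzyme · Quantity – 2 µM procaspase-7 mutant as dispensed · Times – 1 h preincubation, 2 h reaction · Dosing – single nominal 8.5 µM compound dose, 0.8% DMSO final · Buffer or medium – Zinc-free 50 mM HEPES buffer, pH 7.4, with NaCl and Triton X-100 · Detection – Epi-absorbance of released pNA at 405 nm, two timepoints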
Active calls of the source: *. Not a hit list (roughly 3.8% active in at least one column).

What do the screens show for `Cc1cc(NC(=O)COC(=O)c2cc(S(=O)(=O)N(C)c3ccccc3)ccc2Cl)no1`?
AHR activator: 0; procasp3 activ: -5; RPL19A TOR yeast: 101; LAP4 TOR yeast: 111; ZTA DNA inh: -7; EBNA-1 inhibitor: -6; MEP2 TOR yeast: 97; procasp7 counter: -3

Results for CC(=O)Nc1cc(C(=O)N(C)Cc2ccco2)ccc1Sc1ccc(Cl)cc1 ?
AHR activator: -1; procasp3 activ: -9; RPL19A TOR yeast: 113; LAP4 TOR yeast: 77; ZTA DNA inh: -1; EBNA-1 inhibitor: -4; MEP2 TOR yeast: 90; procasp7 counter: 2

What do the screens show for `Cn1c(=O)[nH]c(=O)c2c1nc(N1CCOCC1)n2CCSc1nnnn1-c1ccccc1`?
AHR activator: -1; procasp3 activ: 0; RPL19A TOR yeast: 98; LAP4 TOR yeast: 101; ZTA DNA inh: 10; EBNA-1 inhibitor: 7; MEP2 TOR yeast: 96; procasp7 counter: 4

What do the screens show for `O=C(c1ccc2ccccc2n1)N1CCN(c2ccccn2)CC1`?
AHR activator: 21; procasp3 activ: 2; RPL19A TOR yeast: 101; LAP4 TOR yeast: 96; ZTA DNA inh: -15; EBNA-1 inhibitor: -4; MEP2 TOR yeast: 102; procasp7 counter: 0

Results for CSc1ccc(S(=O)(=O)NCCSC(C)(C)C)cc1 ?
AHR activator: 0; procasp3 activ: 6; RPL19A TOR yeast: 100; LAP4 TOR yeast: 99; ZTA DNA inh: -35; EBNA-1 inhibitor: 1; MEP2 TOR yeast: 100; procasp7 counter: -8

Results for CCOC(=O)C1=CC[C@H]2c3c(c4ccccc4n3C)C[C@H]1N2C ?
AHR activator: 14; procasp3 activ: 6; RPL19A TOR yeast: 107; LAP4 TOR yeast: 109; ZTA DNA inh: -3; MEP2 TOR yeast: 94; procasp7 counter: 0

What do the screens show for `COc1ccc(CNC(=O)c2cnc(C)cn2)cc1`?
AHR activator: 2; procasp3 activ: -2; RPL19A TOR yeast: 94; LAP4 TOR yeast: 98; ZTA DNA inh: 10; EBNA-1 inhibitor: -6; MEP2 TOR yeast: 96; procasp7 counter: 6

Results for c1ccc(Cn2c(CSc3nnnn3-c3ccccc3)nc3ccccc32)cc1 ?
AHR activator: 1; procasp3 activ: 13; RPL19A TOR yeast: 102; LAP4 TOR yeast: 103; ZTA DNA inh: 9; EBNA-1 inhibitor: 8; MEP2 TOR yeast: 102; procasp7 counter: 25

How did c1ccc(-c2nnc(CSc3nnc(-c4ccncc4)n3Cc3ccco3)o2)cc1 do in these assays?
AHR activator: 5; procasp3 activ: 0; RPL19A TOR yeast: 102; LAP4 TOR yeast: 102; ZTA DNA inh: 9; EBNA-1 inhibitor: -7; MEP2 TOR yeast: 100; procasp7 counter: -14

What do the screens show for `C=CCN1C(=O)c2ccc(C(=O)OCC(=O)N(C)C3CCCCC3)cc2C1=O`?
AHR activator: 5; procasp3 activ: 6; RPL19A TOR yeast: 97; LAP4 TOR yeast: 110; ZTA DNA inh: -15; EBNA-1 inhibitor: 11; MEP2 TOR yeast: 110; procasp7 counter: -8

How did Cc1ccc(NC(=O)CCC(=O)N/N=C/C=C/c2ccccc2)cc1 do in these assays?
AHR activator: 5; procasp3 activ: -4; RPL19A TOR yeast: 103; LAP4 TOR yeast: 90; ZTA DNA inh: 2; EBNA-1 inhibitor: 13; MEP2 TOR yeast: 104; procasp7 counter: -5

What do the screens show for `Cc1ccccc1NC(=O)/C(C#N)=C\c1cccnc1`?
AHR activator: 0; procasp3 activ: 5; RPL19A TOR yeast: 96; LAP4 TOR yeast: 119; ZTA DNA inh: 13; EBNA-1 inhibitor: 4; MEP2 TOR yeast: 97; procasp7 counter: 2

How did COCCn1c(SCC(=O)Nc2cccc(OC)c2)nc2c(oc3ccccc32)c1=O do in these assays?
AHR activator: 3; procasp3 activ: 8; RPL19A TOR yeast: 105; LAP4 TOR yeast: 91; ZTA DNA inh: 1; EBNA-1 inhibitor: 10; MEP2 TOR yeast: 110; procasp7 counter: -4

What do the screens show for `CCOc1c(Nc2cccc(Cl)c2)c(=O)c1=O`?
AHR activator: 4; procasp3 activ: -11; RPL19A TOR yeast: 95; LAP4 TOR yeast: 102; ZTA DNA inh: -11; EBNA-1 inhibitor: 2; MEP2 TOR yeast: 92; procasp7 counter: -2

What do the screens show for `Cn1c(=O)c(=O)n(C)c2cc(S(=O)(=O)N3CCCCCC3)ccc21`?
AHR activator: -2; procasp3 activ: 14; RPL19A TOR yeast: 96; LAP4 TOR yeast: 99; ZTA DNA inh: 13; EBNA-1 inhibitor: 6; MEP2 TOR yeast: 100; procasp7 counter: 7

Continued (4 carried over from the part before).
What do the screens show for `Cc1ccccc1NC(=O)/C(C#N)=C\c1cccnc1`?
AHR activator: 0; procasp3 activ: 5; RPL19A TOR yeast: 96; LAP4 TOR yeast: 119; ZTA DNA inh: 13; EBNA-1 inhibitor: 4; MEP2 TOR yeast: 97; procasp7 counter: 2

How did COCCn1c(SCC(=O)Nc2cccc(OC)c2)nc2c(oc3ccccc32)c1=O do in these assays?
AHR activator: 3; procasp3 activ: 8; RPL19A TOR yeast: 105; LAP4 TOR yeast: 91; ZTA DNA inh: 1; EBNA-1 inhibitor: 10; MEP2 TOR yeast: 110; procasp7 counter: -4

What do the screens show for `CCOc1c(Nc2cccc(Cl)c2)c(=O)c1=O`?
AHR activator: 4; procasp3 activ: -11; RPL19A TOR yeast: 95; LAP4 TOR yeast: 102; ZTA DNA inh: -11; EBNA-1 inhibitor: 2; MEP2 TOR yeast: 92; procasp7 counter: -2

What do the screens show for `Cn1c(=O)c(=O)n(C)c2cc(S(=O)(=O)N3CCCCCC3)ccc21`?
AHR activator: -2; procasp3 activ: 14; RPL19A TOR yeast: 96; LAP4 TOR yeast: 99; ZTA DNA inh: 13; EBNA-1 inhibitor: 6; MEP2 TOR yeast: 100; procasp7 counter: 7

Results for Cc1ccc(CCNC(=O)CCNS(=O)(=O)c2ccc3c(c2)c(=O)n(C)c(=O)n3C)cc1 ?
AHR activator: 4; procasp3 activ: 9; RPL19A TOR yeast: 101; LAP4 TOR yeast: 105; ZTA DNA inh: -14; EBNA-1 inhibitor: -8; MEP2 TOR yeast: 106; procasp7 counter: 2

Results for COc1ccc(CNC(=O)C(=O)NC2CC(C)(C)NC(C)(C)C2)cc1 ?
AHR activator: -1; procasp3 activ: 11; RPL19A TOR yeast: 100; LAP4 TOR yeast: 90; ZTA DNA inh: -13; EBNA-1 inhibitor: 3; MEP2 TOR yeast: 98; procasp7 counter: 7

How did O=C1NC(=O)C(=C2CCCCCC2)S1 do in these assays?
AHR activator: 0; procasp3 activ: 3; RPL19A TOR yeast: 107; LAP4 TOR yeast: 97; ZTA DNA inh: 5; EBNA-1 inhibitor: 6; MEP2 TOR yeast: 99; procasp7 counter: 8

How did COc1cc(S(=O)(=O)N2CCN=C2c2ccccc2)ccc1F do in these assays?
AHR activator: 0; procasp3 activ: -2; RPL19A TOR yeast: 96; LAP4 TOR yeast: 99; ZTA DNA inh: -4; EBNA-1 inhibitor: -16; MEP2 TOR yeast: 98; procasp7 counter: 12

What do the screens show for `Cc1[nH][nH]c(=O)c1C(c1cc(Br)ccc1O)c1c(C)[nH][nH]c1=O`?
AHR activator: 1; procasp3 activ: -5; RPL19A TOR yeast: 106; LAP4 TOR yeast: 105; ZTA DNA inh: 7; EBNA-1 inhibitor: -7; MEP2 TOR yeast: 111; procasp7 counter: -5

Results for CCN(CC)S(=O)(=O)c1ccc(C(=O)Nc2nnc(C(C)C)s2)cc1 ?
AHR activator: 3; procasp3 activ: 5; RPL19A TOR yeast: 95; LAP4 TOR yeast: 110; ZTA DNA inh: 0; EBNA-1 inhibitor: 2; MEP2 TOR yeast: 103; procasp7 counter: 5

Results for Cc1ccc(S(=O)(=O)N2CCCC(C(=O)NCCC3=CCCCC3)C2)cc1 (stereo unspecified) ?
AHR activator: -4; procasp3 activ: -2; LAP4 TOR yeast: 98; ZTA DNA inh: 2; EBNA-1 inhibitor: 7; MEP2 TOR yeast: 104; procasp7 counter: 7

What do the screens show for `N#Cc1cc(-c2ccccc2)cnc1Sc1ccccc1`?
AHR activator: 7; procasp3 activ: 9; RPL19A TOR yeast: 99; LAP4 TOR yeast: 103; ZTA DNA inh: 12; EBNA-1 inhibitor: 12; MEP2 TOR yeast: 100; procasp7 counter: -3

How did O=C(O[C@@H]1[C@H](Cc2ccccc2)NS(=O)(=O)[C@H]2C[C@@H]3C=C[C@]12O3)c1ccccc1Br do in these assays?
AHR activator: 1; procasp3 activ: -4; RPL19A TOR yeast: 93; LAP4 TOR yeast: 97; ZTA DNA inh: -1; MEP2 TOR yeast: 88; procasp7 counter: -14

What do the screens show for `COc1ccc2oc(-c3ccc(NC(=O)c4ccc(N5CCOCC5)c([N+](=O)[O-])c4)cc3)nc2c1`?
AHR activator: -1; procasp3 activ: -6; RPL19A TOR yeast: 95; LAP4 TOR yeast: 110; ZTA DNA inh: 8; EBNA-1 inhibitor: -11; MEP2 TOR yeast: 89; procasp7 counter: 0

What do the screens show for `Cc1nc2ccc(C(=O)Nc3ccc(N(C)C)cc3)cc2s1`?
AHR activator: -12; procasp3 activ: -7; RPL19A TOR yeast: 96; LAP4 TOR yeast: 112; ZTA DNA inh: -11; EBNA-1 inhibitor: -6; MEP2 TOR yeast: 99; procasp7 counter: -17

How did COc1ccc(S(=O)(=O)N(C)C)cc1NCC(=O)Nc1cccc2ccccc12 do in these assays?
AHR activator: 3; procasp3 activ: -2; RPL19A TOR yeast: 104; LAP4 TOR yeast: 104; ZTA DNA inh: -3; EBNA-1 inhibitor: 2; MEP2 TOR yeast: 99; procasp7 counter: -6

What do the screens show for `Cc1cc(C(=O)NC2CCCCCCC2)ccc1[N+](=O)[O-]`?
AHR activator: 4; procasp3 activ: 4; RPL19A TOR yeast: 97; LAP4 TOR yeast: 111; ZTA DNA inh: -4; EBNA-1 inhibitor: -14; MEP2 TOR yeast: 96; procasp7 counter: 5

How did Cn1nc(C(=O)NCc2ccccc2Cl)c2c1-c1ccccc1S(=O)(=O)C2 do in these assays?
AHR activator: 4; procasp3 activ: -2; RPL19A TOR yeast: 102; LAP4 TOR yeast: 103; ZTA DNA inh: -4; EBNA-1 inhibitor: 10; MEP2 TOR yeast: 112; procasp7 counter: 5

Results for CCOC(=O)/C(C#N)=C1\C=CN(C)C(C)=N1 ?
AHR activator: 0; procasp3 activ: -4; RPL19A TOR yeast: 95; LAP4 TOR yeast: 100; ZTA DNA inh: 1; EBNA-1 inhibitor: -10; MEP2 TOR yeast: 99; procasp7 counter: 7

What do the screens show for `CC1=CC(C)C2COC(c3ccc[n+](C)c3)C1C2C` (stereo unspecified)?
AHR activator: -1; procasp3 activ: 4; RPL19A TOR yeast: 108; LAP4 TOR yeast: 99; ZTA DNA inh: 6; EBNA-1 inhibitor: 0; MEP2 TOR yeast: 108; procasp7 counter: -1

How did CN1CCN(NC(=O)CC(C)(C)C)CC1 do in these assays?
AHR activator: -2; procasp3 activ: 4; RPL19A TOR yeast: 101; LAP4 TOR yeast: 99; ZTA DNA inh: -8; EBNA-1 inhibitor: 3; MEP2 TOR yeast: 114; procasp7 counter: 7
